Screens from PubChem BioAssay.
D3 ag = qHTS of D3 Dopamine Receptor Agonist: qHTS | max activation, % | D(3) dopamine receptor (Homo sapiens), P35462 | D3R DiscoveRx beta-arrestin cells, luminescence, 90 min | 410,000 compounds, 0.58% hits; in the data active = max activation above about 30%; note: 0% is about no effect; mostly tested at two doses, the higher about 12 µM
Target sequence (P35462 whole entry, looked up): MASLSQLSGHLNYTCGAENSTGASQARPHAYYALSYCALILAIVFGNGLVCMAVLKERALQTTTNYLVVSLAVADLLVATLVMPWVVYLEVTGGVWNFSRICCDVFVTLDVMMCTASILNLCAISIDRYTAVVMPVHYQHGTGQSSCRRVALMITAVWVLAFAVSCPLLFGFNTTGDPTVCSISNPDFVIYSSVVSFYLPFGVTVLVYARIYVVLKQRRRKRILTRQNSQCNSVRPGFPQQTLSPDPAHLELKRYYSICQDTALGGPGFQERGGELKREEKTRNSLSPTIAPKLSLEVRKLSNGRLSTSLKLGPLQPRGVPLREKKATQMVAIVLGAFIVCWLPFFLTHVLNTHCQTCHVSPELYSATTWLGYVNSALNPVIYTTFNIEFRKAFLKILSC
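Agonist mode: compounds and dopamine controls were applied to plated cells for 90 min at 37 degrees C after an overnight attachment at 1500 cells/well. Luminescent read-out followed 30 - 60 minutes at room temperature with DiscoveRx detection reagent.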
Akt phos inh = HTS Assay for Inhibitors of Akt Phophorylation: Primary Screen. Neuro2A IGF-stimulated pAkt S473 HTRF, 20 min; stronger effect = lower value. activity change, % for hits at 50 µM. 360,000 compounds, 0.32% hits. AID 651550, 2012; in the data active = activity change below about -80%; inconclusive = mostly about -51% to -80%; note: % is set by controls: 0 for no effect and ±100 for the full control effect
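Neuro2A cells in DMEM with 0.5% FBS, overnight at 37 deg C, given compound at single 50 µM final, then IGF (6 nM final) for 20 min at 37 deg C. Lysed; phospho-Akt Ser473 by HTRF after 24 h, 665/615 ratio.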
PTHR1 ag = qHTS for PTHR1 Agonists: Primary Screen; AID 743266, 2014; Potency, µM (highest dose often 115 µM), without a hit: top-dose activation, actives largely listed as activators; 410,000 compounds, 0.075% hits; Parathyroid hormone/parathyroid hormone-related peptide receptor (Homo sapiens), Q03431; HEK293 GP2 PTHR1 cells, GloSensor cAMP luminescence, 1 h; note: potency is the fitted concentration of half-maximal effect; nearly all actives have a fitted effect of over 55% in size; some results filed as inactive show a strong effect at the top dose; inactives centre near -15; many of its hits are not listed in these tables
Target sequence (Q03431 whole entry, looked up): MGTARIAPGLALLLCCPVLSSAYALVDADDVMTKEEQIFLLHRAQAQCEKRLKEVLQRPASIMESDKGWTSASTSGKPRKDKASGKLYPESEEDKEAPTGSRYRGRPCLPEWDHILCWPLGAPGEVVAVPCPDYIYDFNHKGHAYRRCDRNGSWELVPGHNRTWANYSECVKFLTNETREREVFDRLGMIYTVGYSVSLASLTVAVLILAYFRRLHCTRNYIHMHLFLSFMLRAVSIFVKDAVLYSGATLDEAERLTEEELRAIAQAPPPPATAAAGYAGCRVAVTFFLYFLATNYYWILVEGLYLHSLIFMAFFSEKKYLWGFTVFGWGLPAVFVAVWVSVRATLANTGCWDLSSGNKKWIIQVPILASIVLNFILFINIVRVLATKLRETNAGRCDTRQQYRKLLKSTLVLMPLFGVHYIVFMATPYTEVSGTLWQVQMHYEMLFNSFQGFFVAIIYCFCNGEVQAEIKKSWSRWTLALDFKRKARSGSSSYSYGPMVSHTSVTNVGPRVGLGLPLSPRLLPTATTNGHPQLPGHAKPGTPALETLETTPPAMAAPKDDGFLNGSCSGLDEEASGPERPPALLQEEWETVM
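HEK-293-derived GP2 cells expressing PTHR1 and a GloSensor cAMP reporter, 3,000/well, plated overnight, given luciferin plus IBMX (each 0.5 mM as added) for 1 h at 37 °C, then compound for 1 h at 37 °C. Luminescence was read after 15 min at room temperature.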
EPAC2 antagonist = qHTS for Antagonist of cAMP-regulated guanine nucleotide exchange factor 2 (EPAC2): primary screen; Potency, µM (top dose mostly 114 µM), for the others: at the highest dose activity, negative = inhibition, actives largely listed as inhibitors; EPAC2 GEF exchange of Rap1B-BODIPY-GDP, fluorescence; Rap guanine nucleotide exchange factor 4 (Homo sapiens), Q8WZA2; 360,000 compounds, 0.18% hits; note: potency is the fitted concentration of half-maximal effect; % is set by controls: 0 for no effect and ±100 for the full control effect; nearly all actives have a fitted effect of over 45% in size; many of its hits are not listed in these tables
Mm-Cpn inhibitor = Inhibitors of TCP-1 ring complex (TRiC) of Methanococcus maripaludis (MmCpn): qHTS | Chaperonin Mm-Cpn (Methanococcus maripaludis) | purified Mm-Cpn ATPase, ADP Transcreener TR-FRET | Potency, µM (series often up to 76.9 µM), for inactives: at the top dose activity, negative = inhibition, most hits filed as inhibitors | 330,000 compounds, 0.031% hits | AID 504842, 2011; note: potency is the fitted concentration of half-maximal effect; % is set by controls: 0 for no effect and ±100 for the full control effect; nearly all actives have a fitted effect of over 80% in size
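ATPase turnover read by TR-FRET ADP competition (Eu cryptate antibody/ADP-d2, 665/590 nm): 10uM ATP final, 25nM Mm-CPN final, 30 min 37degC after 10-min compound preincubation, pH 7.4 Tris/KCl/MgCl2/DTT buffer.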
CCT modulator = High-Throughput Screening for Modulators of Cytosolic Chaperonin Activity; purified chaperonin ATPase assay, HTRF ADP detection, 30 min; activity change, % (concentration not given with the values), hits read low; AID 651819, 2012; 360,000 compounds, 0.3% hits; in the data active = activity change below about -30%; note: % is set by controls: 0 for no effect and ±100 for the full control effect
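ATPase activity: ADP formed was measured by HTRF Transcreener (665/615 nm ratio) after 30 min at 37 deg C with 10 uM ATP. Compounds screened at one 76 uM concentration against 40 or 20 nM TRiC in Tris pH 7.4/KCl/MgCl2/DTT buffer.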
EPAC2 agonist = qHTS for Agonist of cAMP-regulated guanine nucleotide exchange factor 4 (EPAC2): primary screen; EPAC2 activation, biochemical qHTS; response scale: 100% = 6.5 mM cAMP response; Potency, µM (highest dose often 154 µM), for inactives: at the top dose activation, most hits filed as activators; 360,000 compounds, 0.079% hits; AID 720711, 2013; note: potency is the fitted concentration of half-maximal effect; nearly all actives have a fitted effect of over 50% in size
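Compounds were titrated in qHTS against a Rap1B-BODIPY-GDP (250 nM) complex with EPAC2 (100 nM) and GDP (50 uM). BODIPY-GDP release tracked at 480/540 nm over 30 min at room temperature, normalized to 6.5 mM cAMP.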
DRD3 antagonist = qHTS of D3 Dopamine Receptor Antagonist: qHTS; AID 652054, 2013; max response, negative = inhibition, %; D3R cells, DiscoveRx beta-arrestin luminescence, antagonist mode; stronger effect = lower value; 360,000 compounds, 2.5% hits; D(3) dopamine receptor (Homo sapiens), P35462; in the data active = max response below about -50%; inconclusive = no clear call, values can overlap the other calls; note: % is set by controls: 0 for no effect and ±100 for the full control effect; mostly tested at two doses, the higher about 12 µM
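Cells expressing the human receptor were seeded at 1500 cells/well, incubated overnight at 37 degrees C in 5% CO2, then exposed to library compounds with dopamine controls for 90 minutes at 37 degrees C before luminescent detection.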
The depositor's hits bear a star; i = inactive; ? = inconclusive; nt = not tested or not shown; [ ] = remark or other dose. Unless noted, calls come from the whole dose curve; as a rule, active = well fitted curve in the direction sought with a large enough effect; inconclusive = small, poorly fitted or top-dose-only effect, or another doubt; inactive = no such curve, though single readings can be large; an effect the other way counts as inactive or inconclusive.

Under each structure – D3 ag | Akt phos inh | PTHR1 ag | EPAC2 antagonist | Mm-Cpn inhibitor | CCT modulator | EPAC2 agonist | DRD3 antagonist
1) COCCn1cnc2c1c(=O)[nH]c(=O)n2Cc1ccccc1
  -1 | i | i | -15% | -2% | 1.5 | -8% | -1
2) CC1CC(C)CN(C(=S)NC2CCCCC2)C1 (centres undefined)
  -6 | i | -36% | -8% | 0% | -1.3 | 4% | -20
3) O=C(CSCc1ccc(Cl)cc1)Nc1nccs1
  -16 | i | -4%[57.5 µM] | -3% | 0% | 2.4 | 10% | -21
4) C[C@@H]1CN([C@H](C)CO)C(=O)CCCn2nncc2CO[C@@H]1CN(C)S(=O)(=O)c1ccc(C#N)cc1
  -10 | i | -17% | 2% | nt | -2.4 | 14% | -16
5) COc1ccc(-c2noc(CSc3nc4sc(C)c(C)c4c(=O)n3-c3ccccc3)n2)cc1
  18 | i | i | 16% | 0% | -2.8 | 15% | 11
6) Nc1nonc1C(=O)OCC(=O)c1ccc(Cl)cc1
  -14 | i | i | 7% | 0% | 2.3 | 16% | -11
7) O=C(NN1CCOCC1)c1ccco1
  1 | i | 12% | 5% | 3% | -3.4 | 7% | 10
8) CC(NS(=O)(=O)c1ccc(Cl)c(Cl)c1)C(=O)OCC(=O)Nc1ccc2c(c1)OCO2 (centres undefined)
  5 | i | 5% | -4% | 0% | -0.8 | 7% | 13
9) CCOC(=O)c1nc[nH]c1C
  9 | i | i | 12% | -6% | 2.1 | -11% | 5
10) CC1CCCCC12NC(=O)N(CC(=O)Nc1sc3c(c1C(N)=O)CCC3)C2=O (centres undefined)
  0 | -120%* | i | 7% | -2% | 3.5 | -6% | -18
11) O=C(CC1N=C2c3ccccc3N=C(SCc3ccc(F)cc3)N2C1=O)NCc1ccco1 (centres undefined)
  5 | i | i | 11% | -7% | 0.1 | 10% | -23
12) CCN(CC)C(=O)Cn1nnc(-c2ccc(C)o2)n1
  -1 | i | i | 11% | 1% | -1.1 | -3% | -23
13) O=C1C(c2ccccc2)=NCCN1C(c1ccc(F)cc1)c1nc2ccccc2[nH]1 (centres undefined)
  1 | i | -15% | -1% | nt | -0.7 | 6% | 17
14) O=c1cc(Nc2ccc3c(c2)OCO3)[nH]c(=O)n1-c1ccc(Br)cc1
  8 | i | -11% | 4% | 1% | 1.5 | 2% | 23
15) S=c1nc[nH]c2c1cnn2Cc1ccccc1
  6 | i | -8% | 0% | 1% | 0.4 | -3% | 11

Single entries from the entries so far.
EPAC2 antagonist, O=C1C(c2ccccc2)=NCCN1C(c1ccc(F)cc1)c1nc2ccccc2[nH]1 (centres undefined) = -1%
EPAC2 agonist, COc1ccc(-c2noc(CSc3nc4sc(C)c(C)c4c(=O)n3-c3ccccc3)n2)cc1 = 15%

Other compounds.
Under each structure – D3 ag | Akt phos inh | PTHR1 ag | EPAC2 antagonist | Mm-Cpn inhibitor | CCT modulator | EPAC2 agonist | DRD3 antagonist
16) CN(CCCNC(=O)CSc1cc(=O)n(C)c2cc(Cl)ccc12)Cc1ccccc1
  0 | i | i | 12% | -6% | -3.7 | 4% | -24
17) COCCNC(=O)C1(C)CCCN(C(=O)c2ccc(F)c(Cl)c2)C1 (centres undefined)
  -2 | i | i | 1% | nt | 0.2 | 7% | 12
18) CN(C)/C=C/C(=O)c1nnn(C2CCCCC2)c1NC1CCCCC1
  3 | i | -5% | -1% | 2% | -1.0 | 6% | 17
19) CCCCn1c(N)c(N(CC(C)C)C(=O)c2cccc(S(=O)(=O)N3CCN(C)CC3)c2)c(=O)[nH]c1=O
  -12 | i | -14% | 15% | 1% | 0.7 | 0% | 17
20) O=C(NC1CCCCC1)c1ccc(COCC(F)(F)F)o1
  -2 | i | -8%[57.5 µM] | 4% | 2% | -1.8 | 1% | -23
21) Cn1c(NC(=O)c2ccccc2C(F)(F)F)cc(=O)n(C)c1=O
  -1 | i | -4% | 20% | 0% | -4.6 | 5% | 0
22) CCN(C(=O)COC(=O)CCOc1ccccc1C)c1c(N)n(Cc2ccccc2)c(=O)[nH]c1=O
  7 | i | i | 12% | nt | -0.1 | -7% | 23
23) Cc1cccc(-n2c(SCC(=O)O)nc3sc4c(c3c2=O)CCCC4)c1
  -12 | i | -92%[inhibitor] | 2% | -1% | -5.2 | 8% | -9
24) CCn1nnc2cc(C(=O)Nc3cccc(S(=O)(=O)N(C)C)c3)ccc21
  -7 | i | -12% | 0% | 0% | -2.8 | 6% | -13
25) CSc1nnnn1-c1ccc(Cl)cc1
  1 | i | -11% | -7% | -1% | 1.5 | 4% | 15
26) O=C(CN1CCCCC1)NC(=O)NC1CCCC1
  -4 | i | -2% | 1% | -1% | -3.2 | 5% | 1
27) Cc1ccc(S(=O)(=O)N2CCN(C(=O)COC(=O)c3cncc(Br)c3)CC2)c(C)c1
  2 | i | -26% | 5% | 0% | 1.9 | -8% | -13
28) Cc1ccc(N/N=C/c2ccncc2)cc1
  -7 | i | i | -13% | 0% | 0.3 | 1% | 8
29) O=C(NCc1ccc2c(c1)OCO2)C1CCCN1S(=O)(=O)c1ccc(Cl)cc1 (centres undefined)
  -10 | i | i | -2% | -1% | -3.4 | 7% | 0
30) CCN(CC)c1ccc(C=NCCc2ccc(S(N)(=O)=O)cc2)cc1
  1 | i | i | -19% | -3% | -16 | 11% | 38

The list goes on:
Under each structure – D3 ag | Akt phos inh | PTHR1 ag | EPAC2 antagonist | Mm-Cpn inhibitor | CCT modulator | EPAC2 agonist | DRD3 antagonist
31) CC(=O)ON1C(C)(C)CC(OC(=O)c2ccccc2)CC1(C)C
  1 | i | -27%[57.5 µM] | -8% | 2% | -1.8 | 3% | 130
32) O=C(NCC1CCCO1)c1cc(-c2ccccc2)nc2ccc(Br)cc12 (centres undefined)
  -10 | i | i | 0% | -21% | 0.5 | -4% | 15
33) CCS(=O)(=O)NCCCCc1ccccc1
  1 | i | i | -2% | 1% | -0.6 | -8% | 8
34) O=C(COC(=O)C1CCN(C(=O)c2ccc(Cl)cc2)CC1)c1ccco1
  1 | i | -48%[inhibitor] | 15% | 0% | 0.3 | 2% | -16
35) CS(=O)(=O)N1CCC(C(=O)NCc2ccc(Cl)cc2)CC1
  2 | i | -4% | 3% | -1% | -2.7 | 1% | -4
36) CCCC(=O)C1=C(O)C(C(=O)OC)C(C)(C)CC1=Nc1cccc([N+](=O)[O-])c1 (centres undefined)
  7 | i | i | -10% | 1% | 1.1 | 5% | -7
37) Cn1nnnc1SCc1nc2scc(-c3ccccc3)c2c(=O)[nH]1
  3 | i | -16% | 1% | 1% | 0.5 | 17% | 19
38) CC(Sc1nc2ncc(Cl)cc2[nH]1)C(=O)Nc1ccccc1[N+](=O)[O-] (centres undefined)
  -6 | i | -40%[inhibitor] | -2% | nt | 1.1 | -2% | -5
39) COC(=O)[C@]12CCCCC=C1N(Cc1ccc3c(c1)OCO3)C(=O)[C@H](CC(=O)NCc1cccc(C(F)(F)F)c1)C2
  -3 | i | i | -13% | nt | nt | -2% | 5
40) Cc1ccc(/C=C2/SC(=S)N(C3CCCCC3)C2=O)o1
  -14 | i | i | -16% | -1% | -0.6 | -21% | -20
41) C=CCn1c(SCC(=O)c2c(N)n(C3CC3)c(=O)[nH]c2=O)nnc1-c1ccccc1OC
  -3 | i | 1% | -2% | -7% | -7.0 | 5% | -1
42) COCC(=O)Nc1cc(Cl)ccc1C
  -2 | i | -58% | -4% | 1% | -0.7 | -1% | 9
43) Cc1ccc2nc(/C(C#N)=N/O)[nH]c2c1
  1 | i | -67%[inhibitor] | -5% | 0% | -1.5 | -3% | -6
44) CCCCC(=O)Nc1ccc2c3c(cccc13)CC2
  1 | i | -4% | 5% | 1% | -0.8 | 4% | 8
45) O=S(=O)(Nc1ccc2ccccc2c1)N1CCCCC1
  -5 | i | i | ? | nt | -0.9 | 10% | -17

New compounds follow:
Under each structure – D3 ag | Akt phos inh | PTHR1 ag | EPAC2 antagonist | Mm-Cpn inhibitor | CCT modulator | EPAC2 agonist | DRD3 antagonist
46) CC(=O)c1ccc(N2CCN(C(=O)c3ccco3)CC2)c(F)c1
  -1 | i | -2% | 15% | 0% | -0.9 | 1% | 0
47) COC(=O)C1C(=O)C(C(=O)c2ccc([N+](=O)[O-])cc2)C(=O)CC1(C)C (centres undefined)
  8 | i | -4% | 5% | -2% | -0.8 | 13% | 12
48) COc1ccc(/C=C/c2c(-c3cccc(C)c3)oc3ccc(N4CCOCC4)cc23)cc1
  -5 | i | 14% | 28% | nt | -2.4 | 8% | -12
49) CCOC(=O)c1ccc(NS(=O)(=O)c2cc(-c3nnnn3CC)ccc2OC)cc1
  2 | i | i | 5% | -3% | -1.5 | -8% | 9
50) O=[N+]([O-])c1ccc(CN2CCN(c3ccccc3Cl)CC2)o1
  -11 | i | -7% | 1% | 1% | 0.5 | 1% | -5
51) CCc1ccc(/C=C/C(=O)c2ccc(S(=O)(=O)N(C)C)cc2)cc1
  2 | i | -31%[inhibitor] | 5% | 0% | 0.3 | 3% | 10
52) Cc1cc(C)c(S(=O)(=O)NCC2CCC(C(=O)NCCCN3CCC(C)CC3)CC2)c(C)c1 (centres undefined)
  -12 | i | -4% | -1% | 5% | -0.8 | 2% | 4
53) O=C1NC(=S)NC1Cc1ccc(O)cc1 (centres undefined)
  -7 | i | i | 18% | nt | -1.9 | 3% | -5
54) CCCCC(Nc1ncnc2ccccc12)C(=O)O (centres undefined)
  3 | i | i | 12% | 1% | 1.3 | 5% | 9
55) O=C(NCC1CCCO1)c1nc(Cn2ccc([N+](=O)[O-])n2)no1 (centres undefined)
  6 | i | i | 0% | 0% | -1.4 | 7% | 10
56) CCCNS(=O)(=O)c1ccc(CCC(=O)NCc2ccco2)cc1
  6 | i | -2%[57.5 µM] | 4% | 0% | 0.1 | -2% | -5

Not all compounds are listed; rates above refer to the full screens.
